KCNH2 3.1 block: KCNH2 3.1 (human) potassium channel inhibition; U2OS KCNH2 3.1, thallium flux FluxOr; hits give low values; activity change, % (tested at about 1.8 µM); hit rate 0.95% among 340,000; AID 720553;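 active means maximum activity change below -70%; inconclusive means maximum activity change from -70% to -50%; inactive means maximum activity change above -50%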;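 further: thallium influx rate constant from kinetic fluorescence after stimulation buffer; on the % scale 0 is the no-effect control and ±100 the full control effect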
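FluxOr-based Tl+ influx in U2OS cells transduced with KCNH2 3.1 virus; rate constants normalized to DMSO controls.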
uPA surface inh: inhibitors of cell surface uPA generation; cell surface uPA generation assay, qHTS; Potency, µM (doses to about 38.3 µM), without a hit: at the top dose activity change, negative = inhibition, actives largely listed as inhibitors; hit rate 0.31% among 330,000; AID 540303; active means well fitted inhibition curve with a large enough effect; inconclusive means small, poorly fitted or top-dose-only effect; inactive means no such curve, though single readings can be large or run the other way; tested in mouse RAW 264.7 cells; further: potency means the concentration at half of the fitted maximal effect; on the % scale 0 is the no-effect control and ±100 the full control effect; nearly all actives have a fitted effect of over 55% in size
Tb PFK block: T. brucei PFK enzyme inhibition. O15648. T. brucei PFK, ADP-Glo luminescence. Potency, µM (highest dose often 57.5 µM), for the others: at the top dose activity, negative = inhibition, most hits filed as inhibitors. hit rate 0.17% among 330,000. AID 485367;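 further: potency means the concentration at half of the fitted maximal effect; 0% = uninhibited 1x PFK enzyme wells and -100% = no-enzyme wells; nearly all actives have a fitted effect of over 60% in size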
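In TEA buffer at pH 8.0 with 5 mM MgCl2, enzyme (1.25 nM) converted F6P (0.5 mM) and ATP (0.1 mM) for 45 min at room temperature. ADP product was read by luciferase luminescence.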
FBPA coupling cs: counter-screen for Giardia aldolase inhibitors: coupling enzyme system. coupling enzyme system counterscreen, AmpLite Red fluorescence. activity change, negative = inhibition, % at 58.2 µM, hits read low. hit rate 0.67% among 290,000. AID 2472; in the data active means activity change below about -30%; further: on the % scale 0 is the no-effect control and ±100 the full control effect
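Compounds tested against the coupling enzymes alone at 57.5 uM final; readout was AmpLite Red fluorescence (525/598 nm) after 20 min at RT.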
ELG1 genotox: inducers of genotoxicity in HEK293T ELG1-luciferase cells. HEK293T ELG1-luciferase reporter, luminescence, 16 h. Potency, µM (series often up to 46 µM), for inactives: top-dose activity change, positive = activation, actives largely listed as activators. hit rate 1.3% among 330,000; further: potency means the concentration at half of the fitted maximal effect; % of control where 0% means no effect; nearly all actives have a fitted effect of over 60% in size
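Luminescence read-out: rising ELG1-luciferase signal, reflecting elevated ELG1 protein under genetic stress, flags genotoxic compounds. Cells were treated for 16 hr at 37 °C before ONE-Glo detection.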
FLuc modulator: inhibits or activates purified firefly luciferase, miR-21 counter-screen; Potency, µM (titrated, usually from 57.5 µM), inactives show at the highest dose activity change, negative = inhibition, usual class: inhibitors; AID 588342; hit rate 6.9% among 360,000; P08659; purified FLuc, Km substrates, luminescence inhibition;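 further: potency means the concentration at half of the fitted maximal effect; plate controls were vehicle for no effect and reference inhibitor for full effect; nearly all actives have a fitted effect of over 55% in size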
Target sequence (P08659 whole entry, looked up): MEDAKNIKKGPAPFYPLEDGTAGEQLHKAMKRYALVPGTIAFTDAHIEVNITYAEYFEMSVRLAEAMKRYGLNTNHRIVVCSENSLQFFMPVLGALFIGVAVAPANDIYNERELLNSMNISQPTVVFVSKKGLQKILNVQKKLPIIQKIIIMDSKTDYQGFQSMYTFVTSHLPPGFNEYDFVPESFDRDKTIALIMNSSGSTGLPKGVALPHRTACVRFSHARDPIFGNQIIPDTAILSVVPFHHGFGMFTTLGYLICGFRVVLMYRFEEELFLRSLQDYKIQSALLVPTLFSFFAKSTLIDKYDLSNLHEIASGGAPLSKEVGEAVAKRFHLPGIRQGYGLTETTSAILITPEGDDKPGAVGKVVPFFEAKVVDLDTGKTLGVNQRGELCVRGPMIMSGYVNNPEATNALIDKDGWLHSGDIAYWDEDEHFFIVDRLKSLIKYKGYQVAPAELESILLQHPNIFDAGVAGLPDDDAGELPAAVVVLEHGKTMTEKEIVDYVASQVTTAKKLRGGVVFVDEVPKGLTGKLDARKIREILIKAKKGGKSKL
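Biochemical qHTS of compounds, final roughly 60 µM downward over six points, against 10 nM purified firefly luciferase using Km concentrations of substrates (10 uM D-luciferin, 10 uM ATP) in Tris acetate pH 7.5 buffer; luminescence output.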
RORg inh: blocks mouse ROR gamma transcriptional activity | P51450 | Drosophila S2 Gal4-RORgamma UAS-luciferase reporter, 20 h | Potency, µM (top dose mostly 53.6 µM), for the others: top-dose activity change, negative = inhibition, most hits filed as inhibitors | hit rate 5.4% among 310,000 | AID 2551; further: potency means the concentration at half of the fitted maximal effect; on the % scale 0 is the no-effect control and ±100 the full control effect; nearly all actives have a fitted effect of over 60% in size
Target sequence (P51450 whole entry, looked up, the tested form may be a part): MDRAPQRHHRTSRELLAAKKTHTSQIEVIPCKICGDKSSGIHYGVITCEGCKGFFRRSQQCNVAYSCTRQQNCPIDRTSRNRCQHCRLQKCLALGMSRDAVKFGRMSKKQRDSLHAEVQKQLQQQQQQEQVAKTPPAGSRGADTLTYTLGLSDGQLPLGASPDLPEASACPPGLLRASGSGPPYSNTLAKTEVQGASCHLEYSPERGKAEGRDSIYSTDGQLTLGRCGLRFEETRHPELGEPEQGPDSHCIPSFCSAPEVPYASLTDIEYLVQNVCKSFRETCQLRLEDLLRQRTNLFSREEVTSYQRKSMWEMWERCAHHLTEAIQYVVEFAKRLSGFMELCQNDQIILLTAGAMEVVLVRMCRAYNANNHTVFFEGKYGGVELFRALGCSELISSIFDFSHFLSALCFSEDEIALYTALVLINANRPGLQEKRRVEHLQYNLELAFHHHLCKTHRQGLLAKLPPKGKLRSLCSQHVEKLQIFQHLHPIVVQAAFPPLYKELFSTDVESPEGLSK
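Stably transfected Drosophila Schneider cells are the test system, with ROR gamma fused to Gal4 and luciferase under UAS control; luminescence is read after 20 hr of 700 uM copper sulfate induction at ambient temperature.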
NPC1 promoter act: activators of NPC1 promoter; hit rate 2.4% among 320,000; Potency, µM (series often up to 9.22 µM), inactives show at the highest dose activation, actives largely listed as activators; Huh7 NPC1 promoter luciferase reporter, 24 h;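 further: potency means the concentration at half of the fitted maximal effect; % of control where 0% means no effect; nearly all actives have a fitted effect of over 60% in size; reporter is driven by a mutant NPC1 promoter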
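NPC1 promoter–luciferase Huh7 cells; 24 h compound; luminescence.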
Giardia kill: Giardia lamblia killing; activity change, % at 7.66 µM, hits read low; Giardia lamblia trophozoite viability; hit rate 0.15% among 340,000; in the data active means activity change below about -80%; inconclusive means between about -30% and that limit;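 further: parasites exposed to compound for two days anaerobically before the ATP read; on the % scale 0 is the no-effect control and ±100 the full control effect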
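Viability, read as ATP luminescence: trophozoites at 100 cells/well, compound added, 48 hrs anaerobic at 37 deg C, then 15-30 min room-temperature development before reading.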
Rab9 promoter act: activates the Rab9 promoter | hit rate 2.8% among 320,000 | Potency, µM (titrated, usually from 9.22 µM), for inactives: top-dose activation, negative = inhibition, most hits filed as activators | Huh7 Rab9 promoter-luciferase reporter, luminescence, 24 h; further: potency means the concentration at half of the fitted maximal effect; % of control where 0% means no effect; nearly all actives have a fitted effect of over 60% in size
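Steps: seed 1500 Huh7 Rab9-luc cells per well, rest 2 h at 37 °C; add compound in DMSO; incubate 24 h; add luciferase reagent, 10 min ambient; read luminescence.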
VP16 counter: inhibits Gal4-VP16 luciferase reporter, ROR gamma counter-screen. Drosophila S2 Gal4-VP16 UAS-luciferase, luminescence, 20 h. Potency, µM (doses to about 53.6 µM), without a hit: at the top dose activity, negative = inhibition, usual class: inhibitors. hit rate 3.5% among 310,000. AID 2546;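 further: Gal4-VP16 expression switched on by copper sulfate through the metallothionein promoter; potency means the concentration at half of the fitted maximal effect; on the % scale 0 is the no-effect control and ±100 the full control effect; nearly all actives have a fitted effect of over 50% in size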
The depositor's hits bear a star; ? = inconclusive; / = not tested or not shown; [ ] = another dose, or the depositor's remark. Unless noted, the call rests on the fitted dose curve; in most records, active means well fitted curve in the direction sought with a large enough effect; inconclusive means small, poorly fitted or top-dose-only effect, or another doubt; inactive means no such curve, though single readings can be large; an effect the other way counts as inactive or inconclusive.

SMILES	KCNH2 3.1 block	uPA surface inh	Tb PFK block	FBPA coupling cs	ELG1 genotox	FLuc modulator	RORg inh	NPC1 promoter act	Giardia kill	Rab9 promoter act	VP16 counter
COc1ccc(Cl)c2sc(N3CCN(C(C)=O)CC3)nc12	-1	0%	-2%	-1	0%	2%	-2%	12%	7	-1%	5%
O=C(c1cc(COc2c(F)cccc2F)on1)N(Cc1ccccc1)CC1CC1	-28	1%	1%	0	2%	-15%	?	-1%	51[activator]	14%	18%
O=C(NCc1ccco1)[C@@H]1CCCN1C(=O)c1cccs1	7	-1%	-3%	0	-1%	3%	-18%	1%	-11	-2%	13%
CC(C)C(=O)N1CCN(c2ccc(NC(=O)c3ccc([N+](=O)[O-])o3)cc2Cl)CC1	-20	-13%	-11%	-10	-12%	1%	?	-12%	-88*	-39%[inhibitor]	5%[10 µM]
Cc1ccc2cccc(Oc3ncnc4sc(C)c(C)c34)c2n1	18	-4%	2%	0	-1%	3%	2%	-1%	-1	-2%	-17%
CCOc1ccc(S(=O)(=O)N2CCN=C2c2ccccc2)cc1	14	-10%	2%	/	-11%	7%	-14%	-32%[inhibitor]	-6	-22%	1%
CSc1ccc(C=O)cc1	7	12%	-1%	/	-1%	1%	-1%	-3%	-19	7%	0%
C=CCNC(=S)Nc1c(N)n(C)c(=O)n(C)c1=O	-9	1%	0%	1	0%	1%	-17%	-4%	-4	0%	-14%
COc1cc(OC)c(/C=N/N2CCN(c3ccccc3OC)CC2)c(OC)c1	17	-17%	5%	-2	2%	0%	-13%	9%	18	-1%	-3%
Nc1c(S(=O)(=O)c2cccc(Cl)c2)c2nc3ccccc3nc2n1/N=C/c1ccc(O)c(O)c1	/	/	21%	-5	2%	-5%	-31%	-14%	/	-13%	?
CC(C)CCNC(=O)CN(Cc1ccco1)C(=O)c1snc(C(N)=O)c1N	3	-1%	-2%	0	0%	2%	10%	-5%	8	-2%	-10%
Cn1cc(/C=N/n2cnc3scc(-c4ccccc4)c3c2=O)c2ccccc21	-14	-12%	0%	0	-8%	-1%	23%	-25%	4	-20%	6%
CCC(C(=O)NC1CC(C)(C)NC(C)(C)C1)c1ccccc1 (stereo unspecified)	6	9%	1%	1	1%	-1%	-9%	-2%	17	-2%	1%
CCc1c(C)nc(N)nc1OCC(F)(F)C(F)F	14	/	2%	0	-6%	3%	?	1%	-2	-4%	2%
Cn1c(=O)c2c(ncn2CC(O)CNc2ccc(F)cc2)n(C)c1=O (stereo unspecified)	-6	-9%	-23%	-2	-1%	0%	1%	-1%	-14	-5%	-2%
O=C(O)c1ccccc1NS(=O)(=O)c1cccc2cccnc12	12	9%	3%	2	-2%	5%[2.3 µM]	-17%	17%	13	-5%	4%
COCCn1c(C)cc(C(=O)COC(=O)CCN2C(=O)c3ccccc3C2=O)c1C	9	-1%	0%	-2	1%	?	-36%	0%	-22	-3%	21%
Cc1ccc(NC(=O)[C@@H]2CCCN2C(=O)c2cccs2)cc1S(=O)(=O)N1CCCCC1	3	2%	-8%	/	3%	5%	/	-12%	18	0%	/
NNC(=O)c1ccc(COCC(F)(F)F)cc1	0	5%	0%	-1	-4%	2%	-14%	-3%	6	3%	-1%
Cc1ccc(SCC(=O)NCc2ccccc2)cc1	-6	6%	0%	6	11%	?	6%	-5%	-12	-1%	3%

Full records, looked up by structure. Order of values: KCNH2 3.1 block | uPA surface inh | Tb PFK block | FBPA coupling cs | ELG1 genotox | FLuc modulator | RORg inh | NPC1 promoter act | Giardia kill | Rab9 promoter act | VP16 counter
Results for O=C(O)c1ccccc1NS(=O)(=O)c1cccc2cccnc12 → 12 | 9% | 3% | 2 | -2% | 5%[2.3 µM] | -17% | 17% | 13 | -5% | 4%
Results for CSc1ccc(C=O)cc1 → 7 | 12% | -1% | / | -1% | 1% | -1% | -3% | -19 | 7% | 0%

Further compounds:
SMILES	KCNH2 3.1 block	uPA surface inh	Tb PFK block	FBPA coupling cs	ELG1 genotox	FLuc modulator	RORg inh	NPC1 promoter act	Giardia kill	Rab9 promoter act	VP16 counter
CC(=O)c1ccc(S(=O)(=O)Oc2ccc(C(=O)O)cc2Cl)cc1	4	2%	-2%	/	1%	/	/	/	13	/	/
CCOC(=O)c1cc2c(=O)c3cc(C)ccc3oc2nc1C	3	-4%	2%	0	?	1.9µM*	30%	2.8µM*	-17	3.2µM*	-12%
CC(C)OP(=O)(c1ccc(N(C)C)cc1)C(O)c1ccc(Br)cc1 (stereo unspecified)	6	1%	10%	5	-3%	1%	-2%	2%	1	1%	4%
CCOC(=O)C1CCCN(C(=O)CN2CCN(Cc3ccc(Cl)cc3)C2=O)C1 (stereo unspecified)	-11	-2%	0%	-1	-13%	0%	9%	1%	-1	-5%	0%
CC(Sc1nc(C2CC2)n(-c2ccccc2)n1)C(=O)c1c(N)n(C)c(=O)n(C)c1=O (stereo unspecified)	-15	-4%	4%	1	5%	4%	16%	0%	1	14%	14%
COc1ccccc1N1CCN(C(=O)c2ccc(COc3cccc4c3OC(C)(C)C4)cc2)CC1	5	-11%	-8%	/	0%	1%	/	-4%	11	-1%	/
O=C(Nc1c2c(nn1-c1ccccc1)CS(=O)(=O)C2)c1cc2ccccc2o1	/	-5%	0%	/	1%	1%	-12%	0%	27	2%	2%
O=C(CNC(=O)c1ccco1)Nc1ccc(F)c(Cl)c1	8	2%	?	-1	1%	-2%	29%	4%	4	4%	12%
CCN(C(=O)COC(=O)c1ccc(=O)n(Cc2ccccc2)n1)C1CCS(=O)(=O)C1 (stereo unspecified)	-2	-3%	-2%	/	2%	-2%	/	-1%	-19	-3%	/
COc1cc(OC)cc(C(=O)NCC(=O)N2CCN(Cc3ccccc3)CC2)c1	4	3%	1%	/	-2%	/	/	/	0	/	/
CCCOC(=O)Nc1cc(OC)ccc1[N+](=O)[O-]	-23	5%	-4%	0	9%	0%	1%	-2%	8	-10%	21%
Cc1cccc(C)c1NC(=O)CNC(=O)c1ccccc1	16	2%	2%	-3	-4%	2%	-12%	-5%	2	2%	3%
C=CCn1c(=N)n(CC(=O)OCC)c2ccccc21	6	5%	-1%	0	0%	1%	-14%	-2%	-24	6%	1%
COc1cccc(NC2CC(=O)N(CCc3ccccc3)C2=O)c1 (stereo unspecified)	-32	1%	5%	2	0%	5%	31%	2%	-6	-1%	1%
Cc1ccc(NC(=O)COC(=O)CC2SC(N3CCCC3)=NC2=O)cc1 (stereo unspecified)	-1	3%	1%	/	0%	2%	/	-3%	8	-6%	/
CC(=O)C[C@H](O)CC(=O)[C@H]1OC(=O)CC/C=C\Cc2ccccc21	-31	3%	-1%	/	2%	-1%	/	2%	-2	-4%	/
O=C(COC(=O)c1ccc2c(c1)C(=O)N(c1cccc3ncccc13)C2=O)c1ccc(Cl)cc1	/	6%	0%	7	4%	-1%	?	-1%	12	1%	?
Cc1cc(C)nc(NCC(O)CNc2ccccc2Cl)n1 (stereo unspecified)	-1	1%	-2%	1	-3%	1%	?	-6%	-7	-3%	-1%
CCC1CCc2sc(C(=O)NNC(=O)c3ccncc3)cc2C1 (stereo unspecified)	-3	-16%	-6%	/	-1%	17µM*	/	1%	-13	-4%	/
O=C(CN(C(=O)c1csnn1)c1ccc(Br)cc1)NC1CCCCC1	-14	3%	0%	1	8%	4%	5%	2%	21	-2%	14%
Nc1c(Br)c(=O)[nH]c(=O)n1-c1ccccc1	-6	6%	1%	1	0%	-1%	20%	1%	-3	-5%	-4%
O=C(Nc1ccc(F)cc1)C(c1ccccc1)N1CCN(CC(=O)N2CCOCC2)CC1 (stereo unspecified)	-45	-25%	0%	/	5%	-19%	/	-4%	14	-3%	/
CC(C)c1nnc(NC(=O)C2CCCN2C(=O)Nc2ccc(F)cc2)s1 (stereo unspecified)	6	1%	3%	0	1%	2%	-1%	-2%	-17	-7%	-9%
Cc1ccc(C(=O)NCCCc2ccccc2)s1	0	2%	-5%	-6	?	21µM*	26%	4µM*	19	?	-8%
O=C(CSc1nc(-c2ccccc2)cc(C(F)(F)F)n1)NCc1cccs1	4	-2%	3%	3	1%	2%	-3%[10 µM]	0%	-13	-5%	?
Cc1ccc2sc(-c3ccc(NC(=O)c4cc(-n5cnnc5)ccc4Cl)cc3)nc2c1	-2	/	-2%	3	22%	6µM*	?	?	-6	?	?
COc1cccc(Nc2nc3ccc(OC)cc3s2)c1	-2	-2%	2%	-6	?	4.3µM*	11µM*	?	3	4.5µM*	?
Cc1nc([N+](=O)[O-])cn1C(C)C	-7	0%	-3%	6	0%	0%	-13%	-1%	-2	0%	-8%
CCC(CC)C(=O)N1CCN(Cc2nc3ccccc3c(=O)[nH]2)CC1	4	5%	-1%	0	-3%	-2%	9%	-4%	14	-9%	0%
Cc1ccc(S(=O)(=O)Nc2nc(C)cc(NN)n2)cc1	11	2%	-5%	3	0%	-1%	-26%	4%	-8	1%	-2%
CN(C)c1ccc(/C=C(\C#N)c2ccccn2)cc1	8	-15%	-11%	-3	?	0.24µM*	7.1µM*	0.45µM*	-98*	0.4µM*	7.9µM*
